Screening data as filed in PubChem BioAssay.
bCat KO growth – beta-catenin-lacking colon tumor cell growth suppression; HCT116 beta-catenin knockout viability, CellTiter-Glo, 60 h; hits give low values; viability, % at 10 µM; actives 1.5% (n = 140,000); AID 818;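 active means viability at or under a set limit, the compound median less 4 SD, cut at about 6% in these data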;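 further: 0% = Hyamine 1622 control at 20 µM and 100% = untreated cell control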
Phagocyt inh – macrophage phagocytosis inhibition; J774A.1 macrophage IgG-bead phagocytosis, imaging; actives 0.07% (n = 110,000); inhibition, % at 5 µM;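 active means inhibition above the mean of the plate negative controls plus 5 SD, cut at about 13% in these data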;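 further: phagocytic index as fraction of beads internalized from green versus red external bead signal; plate controls were DMSO negative control for no effect and cytochalasin-D positive control for full effect; some results beyond the cut were filed as inactive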
NPY Y2 blocker – blocks the human neuropeptide Y Y2 receptor. AID 793. inhibition, % at 2.7 µM. NPY-Y2 expressing cells, antagonist mode. actives 0.99% (n = 140,000); in the data active means inhibition above about 17%;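 further: 0% = vehicle with agonist challenge and 100% = reference antagonist with challenge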
Target sequence (P49146 whole entry, looked up): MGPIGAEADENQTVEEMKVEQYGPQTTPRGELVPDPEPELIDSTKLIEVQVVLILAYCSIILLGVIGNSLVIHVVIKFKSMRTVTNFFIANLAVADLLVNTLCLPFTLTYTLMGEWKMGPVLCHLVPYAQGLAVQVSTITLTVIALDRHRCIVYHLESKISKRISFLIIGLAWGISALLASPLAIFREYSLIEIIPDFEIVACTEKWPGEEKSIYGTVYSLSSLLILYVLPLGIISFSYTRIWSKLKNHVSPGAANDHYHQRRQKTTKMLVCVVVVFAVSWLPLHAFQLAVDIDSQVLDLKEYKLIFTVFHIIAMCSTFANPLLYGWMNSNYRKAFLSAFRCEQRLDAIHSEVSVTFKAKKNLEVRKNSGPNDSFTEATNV
GALR2 antag – blocks the human galanin receptor 2; AID 828; GALR2-expressing cells, antagonist mode; actives 0.39% (n = 140,000); inhibition, % at 4 µM; in the data active means inhibition above about 27%;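 further: cells stimulated with galanin 1-16 at roughly its EC80; 0% = agonist challenge control and 100% = basal control without agonist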
Target sequence (O43603 whole entry, looked up): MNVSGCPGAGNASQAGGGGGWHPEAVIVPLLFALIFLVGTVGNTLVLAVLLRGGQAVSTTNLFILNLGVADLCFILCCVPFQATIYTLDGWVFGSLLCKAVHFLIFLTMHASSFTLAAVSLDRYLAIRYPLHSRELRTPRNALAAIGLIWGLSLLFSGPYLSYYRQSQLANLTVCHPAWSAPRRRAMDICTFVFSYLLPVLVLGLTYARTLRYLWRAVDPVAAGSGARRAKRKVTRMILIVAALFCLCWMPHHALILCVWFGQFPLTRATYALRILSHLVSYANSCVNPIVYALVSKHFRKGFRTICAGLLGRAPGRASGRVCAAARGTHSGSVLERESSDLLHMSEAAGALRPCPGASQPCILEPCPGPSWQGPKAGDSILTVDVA
Measles CPE – protection of cells from measles virus | Measles virus-infected cells, CPE protection, absorbance | actives 1.5% (n = 140,000) | AID 841 | protection (pct of control), % at 4 µM; in the data active means protection mostly above about 24%, no sharp cut-off; inactive means mostly below about 26%; further: some compounds called inactive have numbers as strong as hits
PTEN del growth – suppresses growth of cells with PTEN deletion. HCT116 PTEN-null viability, CellTiter-Glo, 60 h; hits give low values. viability, % at 10 µM. actives 1.2% (n = 140,000). AID 827;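 active means viability at or below a set limit, 4 SD under the median of all tested compounds, cut at about 3.7% in these data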;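 further: PTEN knockout HCT116 line with beta catenin targeted HCT116 as companion control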
MRP1 act – activators of MRP-1 | H69AR cells + doxorubicin, viability rescue, CellTiter-Glo | viability increase, % at 10 µM | actives 0.61% (n = 140,000) | AID 799;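 active means viability gain under doxorubicin at or above a set limit, the compound median plus 3 SD, cut at about 4.7% in these data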;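 further: MRP-1 overexpressing cells given doxorubicin 25 µM after compound pretreatment; 18-22 h compound pretreatment then 72 h with doxorubicin before readout; 0% = doxorubicin-only wells and 100% = vehicle-treated cells without doxorubicin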
E-sel TNF inh – blocks E-selectin expression induced by TNF alpha | HUVEC TNFa-induced E-selectin immunofluorescence, high content | actives 0.71% (n = 120,000) | inhibition, % at 2 µM | AID 1246;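 active means inhibition above the batch mean plus 3 SD, and confirmed as a hit on visual image review, cut at about 43% in these data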;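 further: 0% = TNF-stimulated DMSO wells and 100% = unstimulated control wells; not every result past the cut was called active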
Yeast growth inh – yeast BB579 growth reduction in restrictive medium; S. cerevisiae BB579 growth, OD615, 48 h; inhibition, % at 10 µM; actives 0.51% (n = 140,000); AID 804;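 active means inhibition above a set limit, 3 SD over the mean compound inhibition, cut at about 44% in these data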; further: inactives centre near -24
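Detection: OD615 turbidity measurement; Material: Saccharomyces cerevisiae DeaD strain BB579, replicative lifespan model yeast; Timing: 48 h exposure, 30 °C; Doses: single 10 µM dose; Medium: CSMM-D restrictive synthetic medium containing dextrose (glucose); Controls: amphotericin B at 10 µg/mL as positive control.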
Yeast life ext – extends the lifespan of yeast | S. cerevisiae growth with nicotinamide, OD615; deaD strain in restrictive glucose medium | inhibition of the nicotinamide effect, % at 10 µM | actives 0.68% (n = 130,000);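 active means inhibition above a set limit, placed 3 SD over the median of all compounds, cut at about 26% in these data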;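 further: 0% = nicotinamide-treated wells and 100% = cells grown without nicotinamide; some compounds called inactive have numbers as strong as hits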
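Assay system: DeaD-strain S. cerevisiae. Medium: CSMM-D glucose medium, restrictive. Reagent: nicotinamide, 1.5 mM, co-present with compound. Compound: 10 µM single point, 0.25% DMSO. Schedule: culture preincubation 4 h, compound exposure 48 h, both 30 °C. Detection: absorbance at 615 nm.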
Starred values were filed as active, the others as inactive; · = not tested or not shown. This is a random part of the collection; about 6.1% have a hit in one of these screens.

The line under a structure holds: bCat KO growth	Phagocyt inh	NPY Y2 blocker	GALR2 antag	Measles CPE	PTEN del growth	MRP1 act	E-sel TNF inh	Yeast growth inh	Yeast life ext
(1) COCc1nnc(NS(=O)(=O)c2ccc(Br)cc2)s1
 : 102	-2	2	-7	28	107	0.2	-10	-21	0
(2) Cc1ccc(NCc2ccccc2F)cc1
 : 88	-2	0	-10	21	89	-3.9	·	-46	1
(3) CSc1ccc(S(=O)(=O)NCc2ccccc2)cc1
 : 107	·	1	7	4	111	0.1	-21	-31	-6
(4) FC(F)(F)c1cc(Oc2ccccc2Cl)nc(-c2ccccn2)n1
 : 26	·	5	1	6	34	-2.2	25	-18	-7
(5) CCCn1c(O)c(CN2CCCCC2)c(C)c(C#N)c1=O
 : 82	·	0	-11	3	94	-1.9	4	-39	-2
(6) Cc1onc(-c2ccccc2)c1C(=O)N1CCCN(C(=O)c2c(-c3ccccc3)noc2C)CC1
 : 84	2	1	-13	20	94	-1.7	-2	-42	-7
(7) CCn1cc(S(=O)(=O)CC(=O)Nc2cc(C)ccc2C)c2ccccc21
 : 105	1	2	-4	16	95	-1.7	62*	-44	-8
(8) COc1ccc(CNC(=O)CS(=O)Cc2nc(-c3ccc(C)cc3)oc2C)cc1 (stereo not given)
 : 79	0	15	4	8	83	-1.7	-7	22	1
(9) O=c1n(-c2cccc(Cl)c2)c(=O)n2n1CCC2
 : 103	0	0	8	17	94	-0.3	18	2	-2
(10) CCOC(=O)Cc1csc(NC(=O)COc2ccc(N(C)S(=O)(=O)c3cccs3)cc2)n1
 : 78	-1	4	15	10	69	-0.7	14	-57	0

Further records follow:
The line under a structure holds: bCat KO growth	Phagocyt inh	NPY Y2 blocker	GALR2 antag	Measles CPE	PTEN del growth	MRP1 act	E-sel TNF inh	Yeast growth inh	Yeast life ext
(11) CN(CC(=O)Nc1ccccc1C(=O)N1CCCC1)S(=O)(=O)c1ccc(Br)cc1
 : 94	·	3	-5	3	96	-1.4	6	-28	-3
(12) O=C(Nc1ccc(Cn2cccn2)cc1)c1ccc(COc2cccc(Br)c2)cc1
 : 55	-1	-2	24	4	61	2.0	-18	-74	-10
(13) CCOC(=O)CCc1nc2ccccc2[nH]c1=O
 : 111	-1	2	-8	6	103	0.0	63*	-19	-10
(14) C(=Nc1ccc(Nc2ccccc2)cc1)c1ccc2ccccc2c1
 : 76	·	4	1	3	76	-4.6	·	-17	4
(15) CCC(C)Nc1nc(CN2CCOCC2)nc2sc3c(c12)CCC3 (stereo not given)
 : 74	-1	9	-1	4	75	-4.6	-22	-45	17
(16) O=C(Oc1ccc(Cl)c2cccnc12)N1CCOCC1
 : 88	-1	0	8	9	83	-3.6	8	-31	-6
(17) O=C(O)CCN1C(=O)c2ccc(NC(=O)CSc3ccccc3)cc2C1=O
 : 93	-5	1	-14	9	94	-0.8	8	-41	-5
(18) CCOc1cc2c(cc1OC)C(NC(=O)C(F)(F)F)CC2=O (stereo not given)
 : 93	0	1	-5	16	89	-0.8	·	-1	-10
(19) CC(SCc1ccccc1)C(=O)NC1CCCC1 (stereo not given)
 : 103	-1	0	4	25	102	0.1	-18	-17	-2
(20) O=C(c1ccco1)n1nc(-c2ccc(Cl)cc2)nc1NCc1ccco1
 : 67	-1	2	0	2	79	-2.1	-5	-73	7

More entries.
The line under a structure holds: bCat KO growth	Phagocyt inh	NPY Y2 blocker	GALR2 antag	Measles CPE	PTEN del growth	MRP1 act	E-sel TNF inh	Yeast growth inh	Yeast life ext
(21) CNC(=O)c1nc(C)n(-c2cc(Cl)cc(Cl)c2)n1
 : 85	0	0	-10	7	87	-1.2	-37	-24	-1
(22) CCOC(=O)N1CCC(NC(=O)CCN2C(=O)COc3ccccc32)CC1
 : 94	-1	1	-8	4	99	-1.2	-9	-40	-6
(23) O=C(O)C1CCN(C(=O)NC2CCCCC2)CC1
 : 92	0	-2	9	18	92	-2.1	-3	-10	-5
(24) CC1CCCN(C(=O)c2ccc3c(c2NCCO)C(=O)c2ccccc2C3=O)C1 (stereo not given)
 : 51	-2	-9	-17	35	59	-1.3	7	-4	-4
(25) C=CCc1c(OC)ccc2ccc(=O)oc12
 : 97	0	5	0	36*	102	-0.2	-6	-35	-20
(26) O=C(CCC(=O)OCc1ccc(C(=O)Oc2ccccc2)cc1)Nc1cccc2ccccc12
 : 93	·	3	0	79*	90	-0.6	36	-70	7
(27) Cc1ccccc1CN1C(=O)Nc2ccccc2C(=O)N1C(C)(C)C
 : 95	-2	0	-4	13	93	0.4	9	-10	-4
(28) O=S(=O)(NCCOc1ccc(F)cc1)c1ccc2c(c1)OCCO2
 : 85	0	4	-9	2	78	-2.8	·	-32	-16
(29) CCCOc1ccc(C(C)=O)cc1CSCCC#N
 : 89	·	3	2	40*	100	-2.6	-25	-11	-5
(30) CCN1C/C(=C\c2cccc([N+](=O)[O-])c2)C(=O)/C(=C/c2cccc([N+](=O)[O-])c2)C1
 : 1.6*	-1	1	19	0	1.4*	-5.4	100*	-41	23

Other compounds follow:
The line under a structure holds: bCat KO growth	Phagocyt inh	NPY Y2 blocker	GALR2 antag	Measles CPE	PTEN del growth	MRP1 act	E-sel TNF inh	Yeast growth inh	Yeast life ext
(31) Cc1cc(SCC(=O)NCCN2C(=O)CSC2=O)nc2ccccc12
 : 92	-6	4	-3	23	87	-0.6	-11	-16	-4
(32) CCOC(=O)N1CCN(C(=O)CSc2ccccc2)CC1
 : 109	0	4	-17	0	102	-1.4	·	-16	0
(33) O=c1oc(Nc2ccc(F)cc2)nc2ccccc12
 : 99	·	5	-1	5	103	0.7	2	-32	-21
(34) Cc1ccc(/C=N/NC(=O)C2CC(=O)N(c3ccccc3)C2)s1 (stereo not given)
 : 90	-9	0	-3	18	84	0.1	·	-24	0
(35) CCOc1c(Br)cc(/C=N\NC(=O)c2ccccc2)cc1OC
 : 95	-6	4	-15	6	82	0.7	·	-20	-2
(36) Oc1ccccc1C1=Nc2ncnn2C(c2ccccc2)C1 (stereo not given)
 : 86	-1	4	20	8	95	-1.0	96*	-29	-2
(37) O=C(O)c1ccc(-c2nc3ccccc3[nH]2)cc1
 : 80	·	5	10	3	88	-1.7	-2	-28	-3
(38) CC(=O)NN1C(=O)/C(=C/c2ccc(C(C)C)cc2)SC1=S
 : 86	-3	8	-11	2	87	4.7*	·	-24	2
(39) COc1cc([N+](=O)[O-])ccc1NC(=O)CN(C)C
 : 86	0	13	5	3	71	-1.8	-63	-17	-18
(40) COc1cccc2cc(C(=O)NC(C)C3CCCO3)c(=O)oc12 (stereo not given)
 : 99	-1	4	5	9	120	-0.7	10	-37	-11

Going on with the list.
The line under a structure holds: bCat KO growth	Phagocyt inh	NPY Y2 blocker	GALR2 antag	Measles CPE	PTEN del growth	MRP1 act	E-sel TNF inh	Yeast growth inh	Yeast life ext
(41) O=C(NCC1CCCO1)c1c(O)c2c([nH]c1=O)CCCC2 (stereo not given)
 : 110	2	0	1	5	95	1.7	7	-41	-6
(42) CCNc1c([N+](=O)[O-])ncn1C
 : 98	0	2	0	2	96	-2.2	-4	-23	-1
(43) CNc1oc(-c2cccc3ccccc23)nc1C#N
 : 98	-1	-4	0	5	87	2.3	9	-33	-15
(44) CC1CCc2c(nc3ncnn3c2Nc2ccc(OC(F)(F)F)cc2)C1 (stereo not given)
 : 54	·	15	2	3	61	-4.5	3	-48	·
(45) CCCC1N2CC3([N+](=O)[O-])CN1CC([N+](=O)[O-])(C2)C3(C)C (stereo not given)
 : 92	-10	3	6	17	103	2.1	4	-40	8
(46) Cc1ccc(NC(=S)NC(NC(=O)Cc2cccc3ccccc23)C(Cl)(Cl)Cl)cc1 (stereo not given)
 : 28	-1	3	5	10	13	-3.2	-10	-43	-9
(47) COC(=O)c1cc2c([nH]c3ccccc32)c(C)n1
 : 105	0	-1	-2	3	90	-1.7	19	-21	-27
(48) CCc1cc[n+](-c2nc3ccccc3nc2C(=C=[N-])C#N)cc1
 : 106	·	0	7	8	101	-0.6	·	-20	-9
(49) CC(C)P(=O)(c1cccc(C(=O)O)c1)C(C)C
 : 88	-7	1	4	4	96	0.7	4	-21	1
(50) CCOc1ccc(CN(C(=O)c2cc3ccccc3oc2=O)C2CC2)cc1
 : 87	·	3	2	7	79	-1.0	8	-41	·

Carrying on.
The line under a structure holds: bCat KO growth	Phagocyt inh	NPY Y2 blocker	GALR2 antag	Measles CPE	PTEN del growth	MRP1 act	E-sel TNF inh	Yeast growth inh	Yeast life ext
(51) COc1ccc(OC)c(CNC(=O)C2CCN(C(=O)N(C)C)CC2)c1
 : 106	-2	2	0	6	114	-0.4	-1	-63	-7
(52) NS(=O)(=O)c1ccc(S(=O)(=O)NCCc2ccccc2)cc1
 : 104	0	1	8	16	101	0.1	-5	-32	7
(53) CCCOc1ccc2oc(=O)c3c(c2c1)CCCN3C(=O)CN1CCCC(C(=O)OCC)C1 (stereo not given)
 : 82	·	-1	-10	6	74	-1.4	11	6	-16
(54) CCOc1ccc(NC(=O)N2CCC(C(N)=O)(N3CCCCC3)CC2)cc1
 : 98	·	3	-5	11	102	-0.3	-63	-52	-2
(55) CC(C)Cc1nc(N2CCN(C(=O)c3ccccc3)CC2)c(C#N)c2c1CCC2
 : 11	·	12	9	11	16	-3.2	-3	-18	-21
(56) Cc1ccccc1C1C2=C(Nc3[nH]n(-c4ccccc4)c(=O)c31)c1ccccc1C2=O (stereo not given)
 : 68	-3	-2	6	17	72	3.8	·	-13	13
(57) O=C1/C(=C\c2cccs2)Sc2ccc3ccccc3c21
 : 70	-4	3	7	14	71	-4.5	-1	-38	-1
(58) Cc1cccc(C)c1NC(=O)Nc1cccs1
 : 97	-1	2	5	3	91	-2.2	·	-34	-5
(59) Cc1ccc(C(=O)Nc2c(C)cc(-c3ccc(Cl)cc3)oc2=O)cc1
 : 95	·	0	6	12	91	-1.8	0	-30	-4
(60) Cc1cccc(C)c1OCC(O)Cn1ccnc1C (stereo not given)
 : 77	0	·	·	14	83	-3.1	·	22	-11
